Bioassay records: PubChem BioAssay, National Center for Advancing Translational Sciences (NCATS)
Pol iota inh = DNA polymerase iota (human) inhibition; actives 1% (n = 390,000); Potency, µM (highest dose often 115 µM), for the others: top-dose activity, negative = inhibition, usual class: inhibitors; Q9UNA4; Pol iota fluorescent replication assay, 10 min; AID 588590; note: potency is the fitted concentration of half-maximal effect
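Fluorescent replication assay read twice, at 0 min and 10 min after adding 50 nM (final) substrate. Enzyme (10 nM) and compounds were first incubated 15 min at room temperature; enzyme-free buffer wells were negative controls.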
ERG-DNA inh = blocks human ERG Ets domain binding to DNA; P11308; fluorescence polarization, His-ERG Ets domain / labelled DNA; Potency, µM (doses to about 76.9 µM), for the others: at the highest dose FP activity, negative = inhibition, hits mostly inhibitors; actives 0.028% (n = 370,000); AID 624246; active = well fitted inhibition curve with a large enough effect in the polarisation, with a control signal flat; inconclusive = small, poorly fitted or top-dose-only effect, or effect the other way, or a change in a side signal; inactive = no such curve, though single readings can be large or run the other way; the % refers to the polarisation;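 note: polarization taken with two DNA probes labelled with fluorescein and Texas red; potency is the fitted concentration of half-maximal effect; % of control where 0% means no effect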
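His-tagged ERG Ets domain (1 uM in the protein solution; 300mM KCl, 50mM Tris-HCl, 1mM EDTA, 1mM DTT, pH 7.5) received compound, then a probe mix of 5 nM fluorescein-DNA and 100nM Texas-615-DNA. Fluorescence polarization was read for both dyes.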
ALOX12 inh = inhibitors of human 12S-lipoxygenase ALOX12. purified 12hLO, xylenol orange hydroperoxide absorbance. actives 1.1% (n = 580,000). P18054. AID 1671190. Potency, µM (highest dose often 108 µM), without a hit: at the highest dose activity change, negative = inhibition, most hits filed as inhibitors; note: potency is the fitted concentration of half-maximal effect; % is set by controls: 0 for no effect and ±100 for the full control effect
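Hydroperoxide product was detected by ferrous iron/xylenol orange as the 573 to 405 nm absorbance ratio. Arachidonic acid at 40 uM (final) was turned over for 30 min at room temperature by 150 nM human 12hLO, pH 7.0 Hepes buffer, after 15 min compound preincubation.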
POLB inh = blocks human DNA polymerase beta activity; AID 485314; Pol beta primer extension/strand displacement, fluorescence kinetic; actives 1.3% (n = 340,000); P06746; Potency, µM (titrated, usually from 114 µM), without a hit: top-dose activity change, negative = inhibition, hits mostly inhibitors; note: potency is the fitted concentration of half-maximal effect; % is set by controls: 0 for no effect and ±100 for the full control effect
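Kinetic readout of DNA synthesis with strand displacement by Pol beta. Compound and 10 nM enzyme sit 15 min at room temperature; 50 nM substrate starts the reaction, read immediately and at 10 min.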
BLM helicase inh = inhibitors of human Bloom syndrome helicase BLM | P54132 | recombinant BLM DNA unwinding, fluorescence dequenching | Potency, µM (highest dose often 56.1 µM), for the others: top-dose activity change, negative = inhibition, usual class: inhibitors | actives 0.2% (n = 350,000);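 note: potency is the fitted concentration of half-maximal effect; plate controls were vehicle for no effect and no enzyme for full effect; nearly all actives have a fitted effect of over 35% in size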
Target sequence (P54132 whole entry, looked up): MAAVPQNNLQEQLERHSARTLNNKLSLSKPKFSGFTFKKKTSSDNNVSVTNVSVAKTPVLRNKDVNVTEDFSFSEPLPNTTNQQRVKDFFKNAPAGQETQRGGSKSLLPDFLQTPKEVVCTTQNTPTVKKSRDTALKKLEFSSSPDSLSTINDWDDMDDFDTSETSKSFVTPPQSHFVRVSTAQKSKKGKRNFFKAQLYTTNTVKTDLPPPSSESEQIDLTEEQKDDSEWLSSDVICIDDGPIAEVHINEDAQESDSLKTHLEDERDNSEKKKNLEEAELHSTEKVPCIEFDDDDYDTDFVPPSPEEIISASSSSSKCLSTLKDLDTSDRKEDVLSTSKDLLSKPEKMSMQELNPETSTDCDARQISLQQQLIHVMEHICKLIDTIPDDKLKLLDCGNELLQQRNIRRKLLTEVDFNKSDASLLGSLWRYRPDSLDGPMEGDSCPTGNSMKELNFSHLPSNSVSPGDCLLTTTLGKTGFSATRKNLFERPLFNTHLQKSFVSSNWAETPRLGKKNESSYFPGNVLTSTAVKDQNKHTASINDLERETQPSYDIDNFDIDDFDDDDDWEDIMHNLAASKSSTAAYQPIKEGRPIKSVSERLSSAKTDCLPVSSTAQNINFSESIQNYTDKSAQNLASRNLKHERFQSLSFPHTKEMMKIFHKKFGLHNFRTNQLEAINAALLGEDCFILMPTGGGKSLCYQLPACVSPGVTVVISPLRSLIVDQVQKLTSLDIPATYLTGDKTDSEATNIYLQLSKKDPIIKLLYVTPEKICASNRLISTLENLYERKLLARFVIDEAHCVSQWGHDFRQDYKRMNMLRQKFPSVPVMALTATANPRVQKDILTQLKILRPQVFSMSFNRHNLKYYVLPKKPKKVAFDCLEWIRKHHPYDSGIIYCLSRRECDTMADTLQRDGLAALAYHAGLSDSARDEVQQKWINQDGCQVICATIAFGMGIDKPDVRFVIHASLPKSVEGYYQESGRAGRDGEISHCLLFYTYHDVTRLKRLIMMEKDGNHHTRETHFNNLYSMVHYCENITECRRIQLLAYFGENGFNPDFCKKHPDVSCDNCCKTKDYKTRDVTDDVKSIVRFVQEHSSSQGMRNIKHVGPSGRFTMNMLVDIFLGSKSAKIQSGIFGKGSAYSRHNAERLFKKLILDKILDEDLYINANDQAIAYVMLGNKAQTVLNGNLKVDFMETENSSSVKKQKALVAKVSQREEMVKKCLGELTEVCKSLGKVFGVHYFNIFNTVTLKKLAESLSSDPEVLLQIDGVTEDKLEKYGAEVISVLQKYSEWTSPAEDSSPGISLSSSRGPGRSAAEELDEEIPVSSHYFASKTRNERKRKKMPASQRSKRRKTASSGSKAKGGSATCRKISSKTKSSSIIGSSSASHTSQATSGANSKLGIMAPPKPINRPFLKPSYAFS
TRHR ag = agonists of human TRH receptor; P34981; TRHR cells, calcium flux fluo-8, FDSS agonist mode; activation, % at 2 µM; actives 0.18% (n = 360,000); in the data active = activation above about 30%; note: 0% is about no effect
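TRHR-expressing cells, plated overnight in medium with 10% serum, were loaded with fluo-8 calcium dye at room temperature. After a 10 s baseline, library compound was pin-added and calcium release was recorded kinetically (ex 480/em 530) as agonist response.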
Anesthetic bind = candidate novel general anesthetic via apoferritin binding; P02791; Potency, µM (doses to about 77.5 µM), for inactives: at the top dose activity change, negative = displacement, most hits filed as inhibitors; apoferritin/1-aminoanthracene competitive binding, fluorescence; actives 0.074% (n = 350,000); note: potency is the fitted concentration of half-maximal effect; % is set by controls: 0 for no effect and ±100 for the full control effect; nearly all actives have a fitted effect of over 20% in size
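Apoferritin-based anesthetic binding model; compound displacement of fluorescent 1-AMA measured as endpoint fluorescence after 10 minutes at room temperature, scaled to free-ligand and complex controls.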
POLK inh = inhibitors of human DNA polymerase kappa. AID 588579. actives 0.53% (n = 400,000). purified Pol kappa, fluorescent DNA synthesis assay, 10 min. Potency, µM (series often up to 107 µM), for inactives: at the top dose activity, negative = inhibition, most hits filed as inhibitors. Q9UBT6; note: potency is the fitted concentration of half-maximal effect; % is set by controls: 0 for no effect and ±100 for the full control effect
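10 nM Pol kappa preincubated 15 min at room temperature with compounds, then reaction started with substrate at 50 nM final. Fluorescence read kinetically at 0 and 10 min; buffer-only wells served as negative control.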
APE1 inh = blocks human APE1 abasic DNA cleavage; recombinant APE1, TAMRA/BHQ-2 abasic DNA cleavage fluorescence; Potency, µM (series often up to 65.8 µM), without a hit: top-dose activity change, negative = inhibition, actives largely listed as inhibitors; AID 2517; actives 0.35% (n = 350,000); P27695;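 note: potency is the fitted concentration of half-maximal effect; plate controls were vehicle for no effect and reference inhibitor for full effect; nearly all actives have a fitted effect of over 55% in size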
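Kinetic fluorescence read (525 ex/598 em nm, three reads 60 s apart) of AP-site incision; signal = third minus first read. Enzyme 0.75 nM, dual-labelled THF duplex 50 nM, compound preincubation 15 min RT.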
Active calls of the source: *; ? = inconclusive; · = no result given; & = joins results of further samples; [ ] = another dose, or the depositor's remark. Unless noted, calls come from the whole dose curve; as a rule, active = well fitted curve in the direction sought with a large enough effect; inconclusive = small, poorly fitted or top-dose-only effect, or another doubt; inactive = no such curve, though single readings can be large; an effect the other way counts as inactive or inconclusive. Not all compounds are listed; count on the stated rates, not on these rows.

Anesthetic bind | ERG-DNA inh | BLM helicase inh | TRHR ag | Pol iota inh | mol | APE1 inh | ALOX12 inh | POLB inh | POLK inh
-8% | 1% | 0% | 1.5 | 15% | COc1ccc(-c2nc(Cn3c(SCc4ccc(C)cc4)nc4cccnc43)c(C)o2)cc1OC | · | 3% | -15% | -7%
-7% | 6% | -1% | 0.9 | 18% | c1ccc2[nH]c(CN3CCCCC3)nc2c1 | 0% | 9% | 1% | 1%
-10% | -2% | -8% | -0.4 | 56%[activator] | Cc1ccc(NC(=O)C(Nc2ccccc2)c2ccccc2)cc1 (configuration not stated) | -6% | 0% | -23% | -8%
-9% | 1% | -1% | -1.0 | -8% | C/C(=N/NC(=O)c1ccco1)c1ccc(Br)s1 | -10% | -1% | 36% | 2%
-16% | -11% | -9% | -0.2 | 16% | CN(C)c1ncc(S(=O)(=O)c2ccc(Cl)cc2)c(-c2ccc(Cl)cc2Cl)n1 | -8% | 0% | 22% | -3%
-15% | -10% | -5% | 0.2 | -10% | COc1ccc(/C(C)=N/Nc2ccccc2Cl)c(O)c1 | ? | ? | ? | 1%
12% | 0% | -11% | -0.3 | 10% | CCc1ccc(OCC2c3cc(OC)c(OC)cc3CCN2C(=S)NCCOC)cc1 (configuration not stated) | -3% | -21% | -1% | -13%
-9% | -2% | -2% | 0.8 | 9% | CCc1nnc(NC(=O)CCC(=O)N2CCN(Cc3cc(F)ccc3OC)CC2)s1 | 18% | -5% | 43% | -16%
-16% | -7% | -2% | 0.4 | 9% | COc1ccc(CSc2nncn2N)cc1Br | 12% | -24% | 27% | -6%
-10% | -3% | -6% | -0.2 | 15% | S=c1[nH]nc(COc2ccc(Cl)cc2)n1Cc1ccco1 | -4% | 40µM* | -5% | -9%
-9% | -8% | 1% | 0.0 | 9% | CCCCOCCCNC(=O)c1ccc(NC(C)=O)cc1 | 2% | 0% | -11% | -12%
· | -4% | · | · | 46%[activator] | CC(=O)Nc1nnc(CCS(=O)(=O)c2ccc(C)cc2)s1 | · | -26% | · | -9%
4% | 4% | -5% | 0.4 | 16% | NC(=O)c1cccnc1Nc1cccc(F)c1 | 4% | -6% | 17% | -13%
-6% | 0% | 0% | -1.6 | 5% | CCOC(=O)C1CCN(C(=O)CCNC(=O)Cn2ccc3ccccc3c2=O)CC1 | -2% | -30% | 14% | -12%
3% | · | 2% | -0.8 | · | Cc1ccnc(SCCn2c(N3CCCCC3)nc3c2c(=O)[nH]c(=O)n3C)n1 | -5% | · | -22% | ·
-21% | -3% | -6% | -1.5 | 27% | Cc1ccc2nc(NC(=O)[C@H](C)N3C(=O)C4CC=CCC4C3=O)sc2c1 (some centres not stated) | -10% | ? | -21% | -16%
? | · | 0% | · | · | CCC(C)C(N)C(=O)NC(CC(N)=O)C(=O)NC(CC(C)C)C(=O)NC(CCCCN)C(=O)NC(C)C(=O)NC(CC(C)C)C(=O)NC(C)C(=O)NC(C)C(=O)NC(CC(C)C)C(=O)NC(C)C(=O)NC(CCCCN)C(=O)NC(CCCCN)C(=O)NC(C(=O)NC(CC(C)C)C(N)=O)C(C)CC (configuration not stated) | -9% | · | · | -8%[60.1 µM]
· | 14% | · | 0.1 | ? | CCCCN(C(=O)c1ccc(-c2ccc(Cl)cc2)o1)c1c(N)n(CCCC)c(=O)[nH]c1=O | 29% | ? | · | -14%
4% | -2% | 1% | -0.6 | -3% | O=C(CSc1nc2ccccc2[nH]1)NC1CCCc2ccccc21 (configuration not stated) | -3% | -14% | -12% | -1%
· | · | 1% | · | · | CC(=O)N1CCC2(CC1)CCN(C(=O)Nc1cccc(C#N)c1)CC2 | 5% | -2%[57.4 µM] | · | 7%[60.1 µM]
-9% | 0% | 1% | -0.3 | 14% | Cc1ccc(NC(=O)CN2C(=O)COc3ccc(S(=O)(=O)Nc4ccccc4)cc32)c(C)c1 | · | ? | 0% | -2%
-4% | 6% | 4% | -0.3 | -3% | COc1ccc(-c2nc(CSCC(=O)N3CCN(C(=O)c4ccco4)CC3)c(C)o2)cc1OC | -1% | 211%[activator] | 11% | 6%
-5% | -7% | -1% | 0.0 | 7% | Cc1cc(C)c(C(=O)N2CCCC(CNS(=O)(=O)N(C)C)C2)o1 (configuration not stated) | 12% | 0% | 0% | -21%
0% | -1% | 0% | 0.8 | 20% | CC1CCN(c2nnc(N3CCC(C)CC3)c3ccccc23)CC1 | 1% | -11% | 0% | 4%
-11% | -7% | 0% | 2.9 | 5% | O=C(CCN1CCCCCC1)Nc1ccc(F)c(F)c1 | 15% | 0% | 0% | -2%
-13% | 11% | 146%[activator] | -1.6 | 23% | CC(=O)c1ccccc1OCC(O)CN1CCN(CCN2C(=O)c3cccc4cccc(c34)C2=O)CC1 (configuration not stated) | 2% | 3% | 40µM* | -15%
0% | -6% | 3% | -0.1 | 90%[activator] | O=C(CCCCCNC(=O)c1ccccc1)N/N=C/c1ccc(O)cc1O | 0% | 0% | 3% | -3%
-13% | 7% | -2% | 0.3 | 5% | Cc1ccc(Cl)cc1NC(=O)N1CCC(CN2CCc3ccccc3C2)CC1 | · | ? | 30% | -13%
-18% | 0% | -5% | 1.2 | 7% | COc1ccc(CCNC(=O)c2ccc3c(c2)N(Cc2ccc(F)cc2)C(=O)c2ccccc2S3(=O)=O)cc1OC | · | -21% | -12% | -10%
· | -10% | · | · | -4% | C[C@H](CO)N1C[C@H](C)[C@@H](CN(C)C(=O)NC2CCCCC2)Oc2c(NC(=O)C3CC3)cccc2C1=O | -4% | 17% | · | -15%
· | 1% | · | 0.6 | -9% | O=C(CN1CCN(C(=O)c2ccc(-c3nc4ccccc4s3)o2)CC1)Nc1ccc(F)cc1 | -20% | 192%[activator] | · | 0%
· | -11% | · | -0.4 | -14% | Cc1ccsc1C(=O)OCC(=O)c1ccc(OC(F)F)cc1 | -4% | 0% | · | 9%
-5% | 15% | 0% | -0.8 | 142%[activator] | COc1cccc(C(=O)NC(=S)Nc2ccc3[nH]c(=O)[nH]c3c2)c1 | 24% | ? | 7% | -14%
8% | -12% | -8% | 0.0 | 33%[activator] | CSc1nc(C)cc(OCC(=O)N2CCOCC2)n1 | 1% | 0% | 2% | -14%
-3% | 1% | 0% | -0.1 | 69%[activator] | CS(=O)(=O)N1CCCC(C(=O)Nc2ccccc2C(F)(F)F)C1 (configuration not stated) | -4% | -3% | 8% | -22%
-16% | -6% | -1% | 0.1 | 14% | COc1cc(-c2ccc(NC(=O)CN3CCC(C)CC3)c(OC)c2)ccc1NC(=O)CN1CCC(C)CC1 | -3% | 1% | -16% | -12%
-14% | -5% | -3% | -0.1 | 32%[activator] | CCOC(=O)c1cc2c(=O)n3ccccc3nc2n(CCCOC)c1=NC(=O)c1cc2ccccc2o1 | · | -20% | -15% | -3%
-9% | -7% | -3% | 0.1 | 34%[activator] | COc1ccc(/C=C/C(=O)NC(=S)NNC(=O)c2cccs2)cc1OC | 1% | -8% | 1% | -6%
-12% | -5% | -2% | 0.6 | 14% | COC(=O)CNC(=O)c1cn(CC(C)C)c(=O)c2cc(OC)c(OC)cc12 | 12% | -2% | 37% | -14%
-11% | 4% | -4% | -0.7 | -3% | COc1cccc(OCc2cc(C(=O)N3CCN(C4CCCC4)CC3)no2)c1 | 0% | 5% | 1% | -6%
-21% | -2% | -1% | -0.3 | -15% | CC(=O)c1ccc(Cc2ncc(C(F)(F)F)cc2Cl)s1 | 1% | -2% | 0% | 7%
· | -12% | · | · | 81%[activator] | O=C(CSc1n[nH]c(=O)n1C1CC1)Nc1ccc(OC(F)(F)F)cc1 | -1% | -15% | · | -8%
· | 10% | · | 0.2 | 10% | Cc1ccc(NC(=O)COC(=O)c2c[nH]c3ccccc23)cc1C | 13% | -4% | · | 0%
1% | 1% | -2% | 0.1 | -4% | Cc1nc2ncnn2c(C)c1CCC(=O)NCc1ccccc1Cl | · | 0% | 1% | -31%
· | 4% | · | · | 11% | CCCC[C@@H]1CN=C(N)N1CC(C)(C)C | · | 3% | · | 11%
-6% | -3% | 2% | 0.3 | 2% | CCOC(=O)c1c(NC(=O)COc2ccccc2)sc(C(C)=O)c1C | · | -9% | ? | -9%[60.1 µM]
-10% | 0% | -9% | 0.4 | 0% | COc1cccc(C(=O)Oc2cccc(N3C(=O)C4C5CC(C(Br)C5Br)C4C3=O)c2)c1 (configuration not stated) | 13% | 0% | -2% | -15%
-5% | 14% | 0% | 0.8 | 27% | CSc1nc(-c2ccco2)nn1C(=O)c1ccco1 | -3% | 144%[activator] | ? | -7%
-5% | -1% | 1% | -0.1 | 6% | COc1ccc(CCNC(=O)C(=O)Nc2ccc3c(c2)OCCO3)cc1OC | -4% | 10% | 0% | -4%
-6% | 9% | 2% | 0.6 | -4% | Cc1cc(NCCCN2CCOCC2)n2ncc(-c3ccc(Cl)cc3)c2n1 | 0% | -20% | -12% | -7%
6% | 0% | -5% | 1.0 | 8% | O=C(CSc1nc2ccccc2s1)N1N=C(c2cccs2)CC1c1ccc(F)cc1 (configuration not stated) | -6% | -15% | 5% | -3%
-12% | -5% | 1% | -0.1 | 12% | O=C(CN(C1CCCCC1)S(=O)(=O)c1ccc(Br)cc1)NCc1ccncc1 | -1% | -2% | -25% | -4%
33% | -2% | -4% | -1.0 | 8% | CCn1c(SCC(=O)Nc2ccc(F)cc2)nnc1C1CC1 | -4% | -6% | 7% | -14%
-3% | 27% | -1% | -0.2 | -2% | CCOC(=O)N1CCC(NC(=O)COc2cc(=O)n(C)c3ccccc23)CC1 | -1% | 24% | 33% | -5%
-9% | 0% | -1% | 0.1 | 15% | COc1ccc(OC)c(C2C(C(=O)c3ccc(C)o3)=C(O)C(=O)N2CCN2CCOCC2)c1 (configuration not stated) | -2% | -19% | -2% | 0%
1%&0% | -1%&0% | -2%&-1% | 0.0&-1.3 | -15%&-6% | CCC(=O)N1CCc2cc(S(=O)(=O)CCC(=O)N3CCN(c4ccccc4F)CC3)ccc21 | 14% | 9%&0% | 4%&30% | -1%&-6%
